Screening data: PubChem BioAssay, several laboratories
Lipid droplet – hepatic lipid droplet formation modulation; AML12 mouse hepatocytes, oleate lipid droplets, BODIPY imaging; inhibition, % at 6.5 µM; hit rate 0.4% among 240,000;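 active = lipid droplet intensity inhibited by at least 50%, with more than 500 cells counted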
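Assay system: AML12 hepatocytes (mouse); Probe or stimulus: oleic acid at 100 µM to induce lipid droplet formation; Dosing: compound at 6.5 µM only; Schedule: compound with oleate, overnight; Detection: fluorescence imaging, 20x objective, two fields per well; Measure: % inhibition of lipid droplet signal.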
GPR35 arrestin U2OS – GPR35 antagonists blocking zaprinast-driven arrestin recruitment, primary screen, imaging, U2OS, beta-arrestin-GFP, zaprinast agonist (AID 2058). U2OS GPR35 beta-arrestin-GFP translocation imaging, zaprinast antagonism; higher % means a stronger effect. one-dose inhibition, % at 10 µM; IC50 in µM for titrated hits. hit rate 0.052% among 290,000;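 active = inhibition of at least 50% with at least 30 cells and total cytoplasm GFP at most 10,000,000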
NTR1 agonist – agonists of NTR1, primary screen, imaging, U2OS cells, beta-arrestin-GFP, high content (AID 493036). NTR1-U2OS beta-arrestin-GFP spot imaging, agonist mode. activation, % at 20 µM. hit rate 0.17% among 330,000;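 active = activation at or above 40% of the spot to cytoplasm intensity ratio, with at least 20 cells analyzed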;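 note: 0% = DMSO without peptide and 100% = 100 nM NTR1 peptide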
Target sequence (P30989 whole entry, looked up): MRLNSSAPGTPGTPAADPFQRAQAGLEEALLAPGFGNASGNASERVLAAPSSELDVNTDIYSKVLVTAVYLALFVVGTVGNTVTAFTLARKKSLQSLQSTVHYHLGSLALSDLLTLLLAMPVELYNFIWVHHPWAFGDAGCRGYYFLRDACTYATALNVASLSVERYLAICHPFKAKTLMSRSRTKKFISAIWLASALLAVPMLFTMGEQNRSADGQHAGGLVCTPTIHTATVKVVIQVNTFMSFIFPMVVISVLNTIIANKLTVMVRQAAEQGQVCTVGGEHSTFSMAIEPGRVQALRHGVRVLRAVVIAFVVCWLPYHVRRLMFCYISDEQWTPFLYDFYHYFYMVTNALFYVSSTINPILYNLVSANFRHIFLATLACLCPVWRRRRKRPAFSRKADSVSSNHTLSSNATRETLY
T cell HTS – T cell immune modulators affecting CD8 T cell-vesicle binding. AID 2052. 2C CD8+ T cell-vesicle binding, flow cytometry; hits give low values. hit rate 0.068% among 330,000. calls only at 7 µM;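 active = response, share of CD8 T cells binding vesicles, and their 90th percentile fluorescence all below set limits, cut at about 80% in these data, passing the limit was not always enough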
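Test system: purified 2C TCR transgenic mouse naive CD8+ T cells. Probe or stimulus: QL9-peptide-loaded Drosophila micro-vesicles bearing Ld, ICAM-1 and B7-1. Incubation: binding step 1.5 h, 37 °C, antibody labelling 20 min, ice. Measured by: flow cytometry of vesicle-bound cells.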
GPR55 activation – selective activators of receptor GPR55 – imaging, U2OS cells, beta-arrestin-GFP redistribution, primary screen (AID 1961); one-dose activation, % at 10 µM; EC50 in µM for titrated hits; hit rate 0.048% among 290,000; U2OS GPR55 beta-arrestin-GFP redistribution imaging; higher % means a stronger effect;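 active = activation above 40% with more than 50 cells counted in the well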;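 note: U2OS osteosarcoma cells stably expressing GPR55 and beta-arrestin-GFP; plate controls were DMSO negative control for no effect and LPI positive control for full effect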
GPR55 antagonists – inhibition of LPI-stimulated GPR55 beta-arrestin translocation – imaging, U2OS, beta-arrestin-GFP, LPI agonist, primary screen (AID 2013). U2OS GPR55 beta-arrestin-GFP translocation imaging, LPI antagonism; higher % means a stronger effect. hit rate 0.13% among 290,000. inhibition, % at 10 µM; hits with a dose series show IC50 in µM;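 active = spots per cell inhibited over 60%, with over 100 cells counted and total cytoplasm intensity under 500,000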;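 note: U2OS cells stably carrying GPR55 and arrestin-GFP stimulated by 5 µM LPI near EC80; imaged beta-arrestin-GFP aggregate spots per cell after agonist stimulation; plate controls were LPI-stimulated DMSO wells for no effect and DMSO wells without LPI for full effect; some results filed as inactive read as strong as hits; confirmed hits need IC50 under 10 µM and bright autofluorescent wells are also inconclusive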
LYP inhibition – inhibitors of LYP phosphatase, biochemical, fluorescence intensity, uHTS (AID 1779); recombinant LYP phosphatase, fluorescence intensity; higher % means a stronger effect; inhibition, % at 11.5 µM, or IC50 in µM where a hit was titrated; hit rate 0.054% among 290,000; in the data active = inhibition above about 50%;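 note: plate controls were vehicle with enzyme for no effect and no enzyme for full effect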
MgcRacGAP inhibition – MgcRacGAP GTPase-activating activity inhibitors, confirmation, biochemical, ADP Hunter fluorescence; MgcRacGAP-stimulated Rac1 GTP hydrolysis, ADP Hunter fluorescence; higher % means a stronger effect; GST-tagged Rac1 F28L mutant substrate; inhibition, % at 30 µM, or IC50 in µM where a hit was titrated; hit rate 0.6% among 340,000;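 active = first-screen hits whose inhibition reached a set limit at any dose in the follow-up dose series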;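 note: fluorescence reports GDP produced by GAP-driven GTP hydrolysis; strong numbers were not always called active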
Large T inhibition – SV40 large T antigen inhibitors, biochemical (AID 1903) | SV40 large T antigen ATPase/helicase inhibition assay; higher % means a stronger effect | inhibition, % at 20 µM, or IC50 in µM where a hit was titrated | hit rate 0.39% among 310,000; in the data active = a potency from the dose series; note: strong numbers were not always called active
Lipid droplet cells 6.5 µM – also measured in Lipid droplet; calls as there; cell count; measured here: cell count, cytotoxicity flag;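 cells counted across two imaged fields per well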
T cell HTS vesicle-bound % – second read-out of T cell HTS, no call of its own (marks repeat the call); double positive events, %; measured here: CD8+ vesicle-bound cell fraction;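 binding gate set so that unloaded-vesicle control wells show 10% double positive cells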
NTR1 agonist cell count 20 µM – second read-out of NTR1 agonist, no call of its own (marks repeat the call); cell count; measured here: cell count, cytotoxicity flag
* hit, by the source's call; i = inactive; . = not tested or not shown. This is a random part of the collection. Share with any hit: about 1.8%.

SMILES	Lipid droplet	Lipid droplet cells 6.5 µM	GPR35 arrestin U2OS	NTR1 agonist	NTR1 agonist cell count 20 µM	T cell HTS	T cell HTS vesicle-bound %	GPR55 activation	GPR55 antagonists	LYP inhibition	MgcRacGAP inhibition	Large T inhibition
Cc1cc(C(=O)CCl)c(C)n1-c1c(C)n(C)n(-c2ccccc2)c1=O	-5	658	-14%	0.8	64	i	56	0.7%	-9%	-8%	6%	9%
COc1ccc(NC(=S)NCc2ccc3c(c2)cc(C)n3C)cc1	9	787	-7%	-2.2	57	i	21	0.2%	-1%	-4%	5%	17%
Cc1ccc(C(=O)OCC2OC3OC(C)(C)OC3C2O)cc1 (stereo not given)	13	642	6%	1.1	52	i	44	0.2%	-4%	-2%	8%	11%
COc1ccc2c(CCNC(=O)/C=C/c3ccc(OC)c(OC)c3)c[nH]c2c1	4	814	-1%	2.4	89	i	48	-0.1%	-6%	-5%	9%	13%
Cc1cc(NC(=O)Cc2ccccc2)ccc1NC(=O)c1cccs1	-9	699	9%	0.0	67	i	40	0.2%	2%	-5%	5%	8%
O=S(=O)(NCCc1ccncc1)c1ccc(S(=O)(=O)N2CCCCCC2)cc1	.	.	-6%	1.2	73	i	29	-0.3%	-22%	-10%	8%	-4%
COc1ccccc1NC(=O)CSc1nnc(CSc2nc(C)cc(C)n2)o1	-13	668	7%	1.2	39	i	14	0.5%	14%	-6%	4%	0%
COc1ccc(NC(=O)c2ccsc2NC(C)=O)cc1	-2	687	-8%	0.0	36	i	30	0.0%	13%	10%	12%	25%
O=C1CN(C(=O)c2ccccc2F)C(c2ccccc2)c2cc(F)ccc2N1 (stereo not given)	-1	800	19%	-0.9	74	i	64	-0.1%	0%	-4%	0%	14%
O=C(NCC(c1ccco1)N1CCN(c2ccccc2)CC1)c1ccco1 (stereo not given)	.	.	.	-0.8	67	i	48	.	.	.	7%	8%
Cc1ccc(NCc2ccco2)cc1C	4	669	19%	1.1	37	i	34	0.5%	0%	-8%	123µM*	.
COc1ccccc1NC(=O)C1CC(=O)N(c2ccc(F)cc2)C1 (stereo not given)	14	650	-3%	-2.1	61	i	20	-0.1%	1%	-8%	-2%	4%
Cc1ccc(NC(=O)CN(C)C(=O)COc2ccc(C(=O)c3ccc(F)cc3)cc2)cc1	-12	603	-7%	2.9	75	i	59	0.5%	6%	-4%	-3%	-2%
O=C(O)CN1C(=O)CC(c2ccccc2)CC1=O	7	850	-3%	1.7	61	i	31	0.2%	-5%	-9%	0%	9%
CCCCCOc1ccc(OC(=O)c2ccncc2)cc1	.	.	2%	-2.0	60	i	21	-0.1%	23%	-8%	11%	10%
CC(NCC(O)COc1ccccc1)C1COc2ccccc2O1 (stereo not given)	-1	405	-4%	1.6	72	i	42	-0.1%	-8%	-4%	.	2%
COC(=O)CCC(=O)NNC(=O)c1cccc(Cl)c1	.	.	10%	0.2	63	i	16	-0.1%	7%	-11%	6%	1%
Cc1c(NC(=O)c2cc3nc(-c4ccccc4)cc(C)n3n2)c(=O)n(-c2ccccc2)n1C	8	761	6%	-0.5	56	i	56	-0.2%	9%	0%	2%	1%
O=C(NNc1ccc(Cl)cc1)C1CCC1	-2	710	7%	0.2	61	i	23	0.2%	7%	-7%	11%	3%
CCOC(=O)c1[nH]c2ccccc2c1NC(=O)c1ccc(S(=O)(=O)N(C)C)cc1	-8	719	-18%	-2.0	87	i	49	0.3%	-6%	-3%	-14%	7%
O=C(N/N=C/c1cccc(F)c1)c1c(O)c2c([nH]c1=O)CCCC2	30	570	0%	0.7	40	i	44	0.8%	5%	-3%	3%	6%
CC(C)NC(=O)CCc1nc2cccnc2n1-c1ccccc1	32	837	3%	-0.9	87	i	44	0.0%	13%	5%	3%	10%
COc1ccc(-c2ccnc3cc(C(=O)O)nn23)cc1	2	757	0%	0.4	45	i	42	-0.6%	-6%	-4%	2%	7%
O=C(CSc1nnc(Cc2csc(Nc3cccc(Cl)c3)n2)o1)N1CCc2ccccc21	.	.	-19%	-0.6	40	i	16	-0.1%	-3%	-5%	9%	4%
O=C(CCS(=O)(=O)c1ccccc1)Nc1cccc(-c2nc3ccccc3s2)c1	-6	625	2%	49*	91*	i	32	-0.2%	10%	-9%	10%	5%
COc1ccc(N2CCN(C(=O)CSc3nnc(C)c(=O)[nH]3)CC2)cc1	.	.	-1%	0.3	45	i	33	-0.4%	-7%	-9%	13%	10%
CC(C)(C)NC(=O)CSc1nc2ccc(Nc3nc(N4CCOCC4)nc(N4CCOCC4)n3)cc2s1	53*	659*	-12%	5.0	90	i	20	-0.1%	9%	4%	10%	25%
Cc1ccc(-c2csc(NC(=O)CSc3ncn(-c4ccccc4)n3)n2)cc1	17	669	10%	5.1	73	i	22	-0.2%	-6%	0%	5%	2%
CC(C)CCCN1CCN=C1Nc1ccccc1	17	775	-1%	-4.2	83	i	25	-0.2%	0%	-2%	8%	-2%
O=c1oc2cc(OCc3c(F)cccc3Cl)ccc2cc1-c1ccccn1	.	.	.	5.1	31	i	5	.	.	.	7%	2%
Cc1cc(C)n(CCC(=O)N/N=C/c2ccc(Br)c([N+](=O)[O-])c2)n1	-7	753	4%	-0.1	55	i	20	0.4%	-1%	-6%	7%	6%
O=C(O)CNc1ncccc1[N+](=O)[O-]	3	714	-15%	-0.1	48	i	6	-0.1%	4%	-8%	6%	-7%
COc1ccc2cc(N=Cc3nc(-c4ccc(C)cc4)oc3O)cnc2c1	-1	649	5%	0.9	48	i	24	0.2%	8%	-15%	10%	-2%
Cc1cc(C)nc(NC(N)=NCCc2c[nH]c3ccccc23)n1	-21	704	-3%	1.9	55	i	49	-0.1%	-9%	-5%	14%	13%
CCOc1ccc(N(C(=O)CNC(=O)c2cccs2)C(C(=O)NCC2CCCO2)c2ccc(OC)c(OC)c2)cc1 (stereo not given)	14	686	43%	-0.1	37	i	56	-0.1%	6%	-4%	-1%	7%
COc1ccc(O)c(C(=O)c2cc(C#N)c(=O)n(Cc3ccccc3)c2)c1	-44	757	3%	0.4	32	i	55	0.1%	1%	1%	9%	10%
COc1ccc(C(c2sc3nc(C)nn3c2O)N2CCN(Cc3ccccc3)CC2)cc1OC (stereo not given)	-4	654	-18%	0.2	56	i	18	0.3%	-3%	1%	4%	11%
CCN1C(=O)c2cccc3c(S(=O)(=O)Nc4ccc(O)c(C(=O)O)c4)ccc1c23	1	714	2%	0.2	58	i	54	0.0%	4%	-8%	8%	15%
CCOc1ccc(Oc2nc(N(CC)CC)nc(N3CCOCC3)n2)nn1	4	638	4%	2.4	66	i	47	0.2%	-7%	-4%	-1%	12%
CC(C)[C@H](NC(=O)N1CCn2c1nc1ccccc12)C(=O)NCc1ccccc1Cl	23	761	-3%	4.2	48	i	34	-0.2%	-6%	-9%	12%	8%
COc1ccc(CCC(=O)N2CCN(c3ccccc3)CC2)cc1OC	-22	804	25%	0.0	43	i	34	-0.1%	3%	-7%	8%	18%
Cc1cc(=O)oc2cc(Oc3ccc(C(N)=O)cc3[N+](=O)[O-])ccc12	-14	678	7%	0.8	55	i	33	-0.1%	3%	-6%	16%	8%
CCOC(=O)[C@@H]1[C@H]2COc3cc(OC)ccc3[C@H]2N2C(=O)N(c3ccc(F)cc3)C(=O)[C@@]12C	-5	807	-7%	2.4	69	i	32	0.0%	6%	-11%	7%	1%
COc1ccc(N(CC(=O)NC(C)C)C(=O)CCC(=O)Nc2ccccn2)cc1	-3	764	-6%	-1.4	38	i	18	-0.2%	-23%	68%*	-7%	3%
COc1ccc(N2CC(C(=O)NNC(=O)c3ccc(Br)cc3)CC2=O)c(OC)c1 (stereo not given)	.	.	.	2.3	53	i	51	.	.	.	6%	23%
CCN1CCN(C(=O)c2ccc(Cl)c(S(=O)(=O)N3CCCCCC3)c2)CC1	2	659	6%	0.4	34	i	45	-0.3%	-7%	4%	-11%	10%
O=C(COc1ccc2c3c(c(=O)oc2c1)CCC3)Nc1ccccn1	17	696	10%	-1.2	56	i	31	0.3%	7%	-9%	6%	10%
Cc1cccc(Nc2nnc(-c3ccc(N4CCOCC4)c([N+](=O)[O-])c3)c3ccccc23)c1	4	643	-6%	4.2	87	i	37	0.5%	6%	5%	10%	7%
